# Screening data (PubChem)
# PriA SSB inh = blocks PriA binding to SSB C-terminal tail | 430,000 tested, 0.6% active | AlphaScreen SSBct-PriA binding, biotinylated peptide | inhibition, % at 33 µM; in the data active means inhibition mostly above about 37%, no sharp cut-off; inactive means mostly below about 20%;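 further: plate controls were negative control peptide for no effect and reference peptide for full effect; strong numbers were not always called active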
# * marks the source's active call; other numbers are inactive results; & = joins results of further samples.
# Sample of the layout (16 entries):
SMILES,PriA SSB inh
COc1ccc(-c2cc3ccccc3n2CC(O)Cn2cnc(-c3ccccc3)c2-c2ccccc2)cc1 (stereo not given),5
O=C(Cc1ccc(Cl)cc1)N1CCN=C1SCc1ccc(F)cc1,-7
C=CCn1cnc2c(cnn2-c2cccc(Cl)c2)c1=O,-23
COc1ccc(Cl)cc1NC(=O)C1CCCN(c2ccc(-c3ccco3)nn2)C1 (stereo not given),8
Cc1nnc(C2CCCN(S(=O)(=O)c3ccccc3)C2)s1 (stereo not given),9
O=C(CCCn1nc(-c2ccco2)ccc1=O)NCc1cccs1,-7
CC(=O)c1ccc(NC(=O)Cc2ccc(C)cc2C)cc1,-1
O=C(Nc1nc2c(s1)CCCC2C(=O)NCc1ccco1)c1ccc(Cl)cc1 (stereo not given),1
COc1ccc(Cl)cc1NC(=O)NCC1CCN(c2nc3ccccc3o2)CC1,-12
O=C(Cc1ccc(F)cc1)NCCNc1cc(N2CCCC2)cnn1,3
O=C1C(=O)N(CN2CCN(c3ccccc3Cl)CC2)c2ccccc21,-5
Cc1ccc(O)c(C=NNC(=O)Cc2ccc(Cl)cc2)c1,-17
Cn1cccc1C(CNC(=O)c1ccc(F)cc1)N1CCc2ccccc2C1 (stereo not given),-3
CC(=O)N1N=C(c2cccc(NS(C)(=O)=O)c2)C[C@H]1c1cn(-c2ccccc2)nc1-c1ccccc1,5
Cc1ccc(S(=O)(=O)N2C3C=CCC2CC3)s1 (stereo not given),15
O=C(NCCCn1nc(-c2cccs2)ccc1=O)c1c(F)cccc1F,-12

# Results, from the start:
SMILES,PriA SSB inh
COc1ccc(-c2cc3ccccc3n2CC(O)Cn2cnc(-c3ccccc3)c2-c2ccccc2)cc1 (stereo not given),5
O=C(Cc1ccc(Cl)cc1)N1CCN=C1SCc1ccc(F)cc1,-7
C=CCn1cnc2c(cnn2-c2cccc(Cl)c2)c1=O,-23
COc1ccc(Cl)cc1NC(=O)C1CCCN(c2ccc(-c3ccco3)nn2)C1 (stereo not given),8
Cc1nnc(C2CCCN(S(=O)(=O)c3ccccc3)C2)s1 (stereo not given),9
O=C(CCCn1nc(-c2ccco2)ccc1=O)NCc1cccs1,-7
CC(=O)c1ccc(NC(=O)Cc2ccc(C)cc2C)cc1,-1
O=C(Nc1nc2c(s1)CCCC2C(=O)NCc1ccco1)c1ccc(Cl)cc1 (stereo not given),1
COc1ccc(Cl)cc1NC(=O)NCC1CCN(c2nc3ccccc3o2)CC1,-12
O=C(Cc1ccc(F)cc1)NCCNc1cc(N2CCCC2)cnn1,3
O=C1C(=O)N(CN2CCN(c3ccccc3Cl)CC2)c2ccccc21,-5
Cc1ccc(O)c(C=NNC(=O)Cc2ccc(Cl)cc2)c1,-17
Cn1cccc1C(CNC(=O)c1ccc(F)cc1)N1CCc2ccccc2C1 (stereo not given),-3
CC(=O)N1N=C(c2cccc(NS(C)(=O)=O)c2)C[C@H]1c1cn(-c2ccccc2)nc1-c1ccccc1,5
Cc1ccc(S(=O)(=O)N2C3C=CCC2CC3)s1 (stereo not given),15
O=C(NCCCn1nc(-c2cccs2)ccc1=O)c1c(F)cccc1F,-12
COc1ccc(Cl)cc1NC(=O)NCC1CCN(c2nc3ccccc3s2)CC1,-13
Cc1cccc(C=NNC(=O)c2ccc(Cl)cc2)c1O,-10
CC(=NNC(=O)c1ccc2c(c1)OCCO2)c1ccccc1,-7
O=C(O)CC(CC(=O)O)c1cccs1,20
CC(C)(C)c1ccc(C(=O)N2CCN(CCn3cccn3)CC2)cc1,-7
CCS(=O)(=O)N1CCc2ccc(NC(=O)Cc3cccc4ccccc34)cc2C1,1
Cc1ccc(Nc2nc(C(=O)NC3CC3)cs2)c(C)c1,13
Cn1ncc2c(Nc3ccc(Cl)cc3)nc(Nc3ccc(F)cc3)nc21,-6
CN1C(=N)NC(=O)/C1=C/c1ccc(OC(F)(F)F)cc1,-5
CCOC(=O)c1c(C)[nH]c(C(=O)NN=Cc2cccc(OC)c2)c1C,-5
Cc1nc(CSCC(=O)Nc2ccc(Cl)cc2)cs1,-18
Cc1c(C=Nn2cnnc2)c2ccccc2n1CCOc1ccccc1,-3
O=C(COc1ccc(Cl)cc1Cl)Nc1ccc(SCC(=O)N2CCCC2)nn1,-12&-10
CSc1cccc(N2CC(c3nc4ccccc4n3CC(=O)N(c3ccccc3)C(C)C)CC2=O)c1 (stereo not given),1
COc1ccc(C)cc1NC(=O)CSc1ncc(-c2ccccc2)n1C,-3
CCc1ccc(-c2cc(C(=O)NN=Cc3c[nH]c4ccccc34)[nH]n2)cc1,-5
COc1ccc(NC(=O)C2(c3cccs3)CCCC2)cc1OC,-13
Cc1cc(C)c(C)c(S(=O)(=O)Nc2ccc(C(=O)N3CCN(Cc4ccccc4)CC3)cc2)c1C,-3
CN1C(=O)c2ccc(NC(=O)c3ccc(S(=O)(=O)N4CCc5ccccc54)cc3)cc2C1=O,-25
FC(F)Oc1ccc(NC(=S)N2CCC(Cc3ccccc3)CC2)cc1,15
Cc1cc(NC(=O)CN2C(=O)c3ccccc3S2(=O)=O)ccc1Br,4
CC1C(=O)NCCN1C(=O)c1cccc(S(C)(=O)=O)c1 (stereo not given),-9&3
Cc1ccc(C)c(C(=O)NCC2CCN(c3ncccn3)CC2)c1,-4
Cc1nc(-c2ccccc2F)sc1CNC(=O)c1cncc(Br)c1,-14
CC(C)(C)c1csc(Br)n1,20
Cc1cc(C(=O)N2CCCC(c3nnc(C)s3)C2)no1 (stereo not given),-7&4
COc1ccc(S(=O)(=O)n2nc(C)c(S(=O)(=O)N3CCCC(C)C3)c2C)cc1 (stereo not given),-7
COc1ccccc1-c1nnc(NC(=O)c2ccno2)o1,-1
O=C(c1csc(-c2ccccc2)n1)N1CCC(Cn2c(C(F)(F)F)nc3ccccc32)CC1,-6
Oc1ccc(Br)cc1C=NN1CCN(Cc2cccc3ccccc23)CC1,-2
CC(C)(C)c1ccc(S(=O)(=O)N2CCC(c3nnc(C4CC4)s3)CC2)cc1,8
O=c1ccc2c([nH]1)CCN(S(=O)(=O)c1ccc3c(c1)CCCC3)C2,11
CS(=O)(=O)Nc1ccc2c(c1)CN(C(=O)c1ccco1)CC2,-8&-6
Cc1ccc2c(c1)N(Cc1nc(-c3ccc(OCc4ccccc4)cc3)no1)C(=O)CO2,-3
COc1ccc2c(c1)CCCC2(O)CNC(=O)c1ccco1 (stereo not given),-17
CC(C(=O)N1CCC(n2c(=O)[nH]c3ccc(F)cc3c2=O)CC1)n1cccn1 (stereo not given),-3
Cc1cc(C)n(CC(=O)Nc2ccc(Br)cc2F)c(=O)c1-c1nc(-c2ccccc2)no1,2
CC(C)(C)C(=O)NCC#CCN1CCCCC1,2
Cc1cc(-c2ccccc2)nc2cc(-c3nc(-c4cccs4)no3)nn12,-9
CN1CCOc2ccc(N)cc2C1=O,7&14
O=S(=O)(NN=Cc1cccnc1)c1ccccc1,-6
O=C(O)CN1CCN(C2CCCC2)CC1,-5
Cc1ccn(-c2ccc(Nc3ccc(NC(=O)C4CCCO4)cc3)nn2)n1 (stereo not given),28
CC(=NNC(=S)Nc1cccc(C)c1)c1cc2ccccc2o1,-6
# Other structures follow:
SMILES,PriA SSB inh
O=C(Nc1nc(CC(=O)N2CCN(C(c3ccccc3)c3ccccc3)CC2)cs1)NC1CCCCC1,9
N#Cc1c(NC(=O)CC(=O)CSc2ncnc3sc4c(c23)CCC4)sc2c1CCCC2,-18
CCC(=O)N1CCN(c2ccc(-c3ccccc3C)nn2)CC1,-5
CC(C)NN,5
Cn1cccc1C=Nn1cnnc1,-6
COc1cc(NC(=O)c2ccco2)ccc1N1CCCCC1=O,2
Cc1c(Cl)cccc1S(=O)(=O)NC[C@H](O)c1csc2ccccc12,-8
COC(=O)c1ccc(C(=O)NCc2ccccc2-c2ccsc2)cc1,-1
CN(C)S(=O)(=O)c1ccc(C(=O)NCCN2CCN(c3ccccc3)CC2)cc1,-18
Cc1cc(C)n(CCN2CCN(C(=O)c3cc4ccccc4o3)CC2)n1,-2
Clc1ccc2c(c1)CNCC2,4
C=c1ccccc1=C1N=C(C2CC(=O)N(CCc3ccccc3)C2)NO1 (stereo not given),-7
NC(=NOC(=O)c1cccc([N+](=O)[O-])c1)c1cccnc1,-2
CC(=NNC(=O)c1cccc(Br)c1)C1CC2CCC1C2 (stereo not given),6
Cc1ccc(N2CCCS2(=O)=O)cc1NC(=O)C(=O)NCCCO,3
CCOc1ccc(-c2nc(Cn3nnc(C(=O)Nc4ccc(F)c(F)c4)c3C)c(C)o2)cc1,-5
Cn1cc(C(=O)NN=C/C=C/c2ccccc2)ccc1=O,-2
Cc1ccccc1NC(=O)CSc1n[nH]c(-c2ccccc2)n1,51
COC(=O)c1ccc2c(=O)n(Cc3ccc(C)o3)c(=S)[nH]c2c1,-5
Cc1ncc([N+](=O)[O-])n1CCSc1nc2ccccc2s1,13
CCOC1(N=C(C)NS(=O)(=O)c2ccc(Cl)cc2)C(C)=CC(=O)C=C1C,-16
O=C(CS(=O)(=O)c1ccc(F)cc1)Nc1ccc2c(c1)C(=O)c1ccccc1C2=O,10
CCOCCCNC(=O)c1c(N)n(Cc2ccc3c(c2)OCO3)c2nc3ccccc3nc12,-22
CO[C@@H](CNC(=O)C(=O)Nc1ccccc1C(F)(F)F)c1cccc(F)c1,-20
CCOc1ccc(Cc2nnc(SCC(=O)Nc3ccc(Cl)cc3)[nH]c2=O)cc1,-9
O=C1C2C3C=CC(C3)C2C(=O)N1CCNCCO (stereo not given),-16&-8
O=C(CCc1ccc(Cl)c(C(F)(F)F)c1)N1CC(Oc2nccs2)C1,-1
CC(=O)Nc1ccc(C2=NN(C(C)=O)C(c3ccc4c(c3)OCO4)C2)cc1 (stereo not given),0
Cc1nc(S(=O)(=O)N2CCSC(c3cc(F)ccc3F)CC2)cn1C (stereo not given),-8
CC(C)Sc1ccc(NC(=O)c2ccccc2)nn1,-11
Cn1nc(CCC(=O)Nc2ccccn2)ccc1=O,10
COc1ccccc1OCC(=O)Nc1ccc2c(c1)CCCN2S(=O)(=O)c1ccc(F)cc1,0
C=CCn1c(=O)c2c(nc3[nH]c(C)c(C)n32)n(C)c1=O,-10
COc1cc(C=NNC(=O)C(=O)NCc2ccco2)cc(Cl)c1O,-2
O=C(O)c1ccccc1-c1ccc(-c2cc(C(=O)O)c3cc(Cl)ccc3n2)o1,-16
CCCc1nnsc1C(=O)NCC[C@H](O)c1cc2ccccc2o1,-12
O=S(=O)(NCC1Cc2ccccc2CO1)c1ccc2c(c1)OCCO2 (stereo not given),-16
CN(CC(=O)Nc1ccc(-n2nnn(C)c2=O)cc1)S(C)(=O)=O,-8
CO[C@@H](CNS(=O)(=O)c1cnn(C)c1)c1ccc(C)s1,-11
C=CCn1c(CNc2ccccc2)nnc1SCC(=O)NN=Cc1ccc(O)cc1O,21
O=C(CCc1ccccc1)NCCSc1c(-c2ccc(Cl)cc2)[nH]c2ccccc12,1
COc1cccc(NC(=NC(=S)Nc2ccc(C)cc2C)Nc2nc(C)cc(C)n2)c1,-4
CSc1nc(NC(C)C)c2cnn(CCNC(=O)c3ccc(-c4ccccc4)cc3)c2n1,16
CCN1C(=O)C(C)(C)COc2ccc(NC(=O)c3ccc(Br)o3)cc21,1
COc1ccc(Cl)cc1C(=O)Nc1c2c(nn1C)CCC2,8
Cc1cc(C)n(CC(=O)NCc2ccccc2OC(F)(F)F)n1,6
COc1ccc(-c2cc(=O)n(CC(=O)Nc3cccnc3)cn2)cc1,-12
Cn1cnc(S(=O)(=O)N2CC(S(=O)(=O)C3CCCCC3)C2)c1,9
CON=C(C(=O)O)c1csc(NN=C(C)C)n1,-20
O=C(NCc1ccco1)c1ccc2c(=O)n(CC3CCCO3)c(SCc3ccc(Cl)cc3)nc2c1 (stereo not given),-9&-9
NC(=S)NN=Cc1c[nH]c2ccccc12,7
COc1ccc(CCC(=O)N2CC[C@H](Oc3nccnc3C#N)C2)cc1,-15
Cc1ccc(-c2nc(CCNC(=O)c3ccccc3Br)cs2)cc1,-7
Cc1ccc(/C=C/S(=O)(=O)NCCn2cncc(C)c2=O)cc1,-15
CON=Cc1cc(C(=O)c2ccc(Cl)cc2Cl)cn1C,1
Cc1ccc(S(=O)(=O)Cc2nc(-c3ccccc3C)no2)cc1,-18
COc1ccccc1N1CCN(CCNC(=O)c2ccc(OC)c(OC)c2OC)CC1,6
Cc1nc2scc(-c3cccc(NC(=O)Nc4ccc(F)cc4)c3)n2c(=O)c1C,-13
Cc1ccc(C=NNC(=O)CSc2nc3nc(C)cc(C)n3n2)cc1,-11
O=C(NC1CCCC(O)C1)c1cc(-c2ccccc2)on1 (stereo not given),-15
# Continuation:
SMILES,PriA SSB inh
CC(C)Sc1ccc(Cc2nnc(NC(=O)c3ccc(Br)s3)o2)cc1,-3
COc1ccc(-c2nnc3ccc(OCCNC(=O)Cc4cccc(C)c4)nn23)cc1OC,-8
O=C(Nc1ccccc1F)C12CC3CC(CC(C3)C1)C2,-8
Cn1cc(C(=O)N2CCCC2)cc(NC(=O)c2c[nH]c3ccccc23)c1=O,-5
c1ccc(C2=NCCN2P(N2CC2)N2CC2)cc1,4
O=C(CCSc1ccccc1)N1Cc2cnc(N3CCOCC3)nc2C1,-12
O=C(CC1CCCCC1)Nc1ccc(-c2cn3c(n2)SCC3)cc1,11
CCCCOc1ccc(NC(=O)NCc2cnn3c2CCCC3)cc1,-8
N#C/C(=C\c1ccc(-c2cccc(Cl)c2)o1)c1nc2ccccc2c(=O)[nH]1,5
O=C(c1ccncc1)N1CCC(CNC(=O)C2(c3ccccc3)CCOCC2)CC1,-4
CCc1ccc(S(=O)(=O)N2CCN(c3ccc(-c4ccco4)nn3)CC2)s1,-6
O=C(CSc1nc(-c2cccc(Cl)c2)cc(=O)[nH]1)Nc1oncc1-c1ccccc1,-11
O=C(NCc1cc(-c2cccs2)on1)c1ccc2c(c1)OCO2,1
CN(C(=O)C1(c2cccs2)CCCC1)c1ccccc1,-11
CCOC(=O)c1c(N=CC2=C(O)CCCC2=O)sc(C)c1C,-3
Cc1ccc(-n2c(O)c(C=Nc3ncc(Br)cc3Br)c(=O)[nH]c2=O)cc1,5
Cc1ccc2c(Nc3ccc(Br)cc3F)c(C(=O)N3CCC[C@H](C)C3)cnc2n1,7

# Two entries from above, set out differently:
COc1ccc(-c2nnc3ccc(OCCNC(=O)Cc4cccc(C)c4)nn23)cc1OC
  PriA SSB inh: -8
O=C(CC1CCCCC1)Nc1ccc(-c2cn3c(n2)SCC3)cc1
  PriA SSB inh: 11

# Only part of the results is shown; rates above refer to the full screens.
